Screens as filed in PubChem.
SSB-PriA inh – inhibitors of Klebsiella pneumoniae PriA binding to SSB C-terminal tail, primary screen, biochemical, AlphaScreen. AID 1272365, 2023. AlphaScreen SSBct-PriA binding, biotinylated peptide. inhibition, % at 33 µM. 430,000 tested, 0.6% active; in the data active = inhibition mostly above about 37%, no sharp cut-off; inactive = mostly below about 20%;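 note: plate controls were negative control peptide for no effect and reference peptide for full effect; strong numbers were not always called active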
An asterisk follows results filed as active; & = joins results of further samples.

The opening 16 records (preview)
SMILES | SSB-PriA inh
O=C(Nc1nc(CC(=O)N2CCN(C(c3ccccc3)c3ccccc3)CC2)cs1)C1CC1 | -5
O=C(CSCc1ccccc1)N(CCc1ccccc1)Cc1ccccn1 | -3
O=C(NCCn1nc(C(F)(F)F)c2c1CCCC2)c1c(F)cccc1Cl | -4
Cc1ccc(Cl)cc1S(=O)(=O)NCC(=O)N1CCOC(c2ccccc2)C1 (stereo not drawn) | 6
Cc1ccc2c(c1)c1c(n2CC(O)Cn2c(C)nc3ccccc32)C(=NO)CCC1 (stereo not drawn) | 50
O=C(Cc1ccc(Cl)cc1)NCCc1csc(-c2ccc(C(F)(F)F)cc2)n1 | 13
CC1CC(=NNC(=O)c2ccc(CSc3nc4ccccc4[nH]3)cc2)CC(C)(C)C1 (stereo not drawn) | 3
CON=Cc1ccc(Sc2ccc(C)cc2)c([N+](=O)[O-])c1 | -1
COc1cccc(N2CC(C(=O)Nc3nnc(SC/C=C/c4ccccc4)s3)CC2=O)c1 (stereo not drawn) | 2
Cc1cccc(-n2c(CNC(=O)c3c(F)cccc3Cl)nnc2SCC(=O)c2ccccc2)c1 | 1
COc1ccc(NC(=O)NCCNc2cc(-n3cccn3)nc(C)n2)c(OC)c1 | -17
O=C(NCc1n[nH]c(=O)c2ccccc12)c1cncc(Br)c1 | -8
O=C(C(=NO)n1cncn1)c1ccc(Cl)cc1Cl | -17
CC(=NNC(=O)Cc1cccn1C)c1ccc([N+](=O)[O-])cc1 | -3
COc1cc(OC)c(OC)cc1C=NNC(=S)NCCN1CCOCC1 | -8
CN1C(=O)CCc2cc(NC(=O)Cc3cccc4ccccc34)ccc21 | 19

All compounds of this part (from the top)
SMILES | SSB-PriA inh
O=C(Nc1nc(CC(=O)N2CCN(C(c3ccccc3)c3ccccc3)CC2)cs1)C1CC1 | -5
O=C(CSCc1ccccc1)N(CCc1ccccc1)Cc1ccccn1 | -3
O=C(NCCn1nc(C(F)(F)F)c2c1CCCC2)c1c(F)cccc1Cl | -4
Cc1ccc(Cl)cc1S(=O)(=O)NCC(=O)N1CCOC(c2ccccc2)C1 (stereo not drawn) | 6
Cc1ccc2c(c1)c1c(n2CC(O)Cn2c(C)nc3ccccc32)C(=NO)CCC1 (stereo not drawn) | 50
O=C(Cc1ccc(Cl)cc1)NCCc1csc(-c2ccc(C(F)(F)F)cc2)n1 | 13
CC1CC(=NNC(=O)c2ccc(CSc3nc4ccccc4[nH]3)cc2)CC(C)(C)C1 (stereo not drawn) | 3
CON=Cc1ccc(Sc2ccc(C)cc2)c([N+](=O)[O-])c1 | -1
COc1cccc(N2CC(C(=O)Nc3nnc(SC/C=C/c4ccccc4)s3)CC2=O)c1 (stereo not drawn) | 2
Cc1cccc(-n2c(CNC(=O)c3c(F)cccc3Cl)nnc2SCC(=O)c2ccccc2)c1 | 1
COc1ccc(NC(=O)NCCNc2cc(-n3cccn3)nc(C)n2)c(OC)c1 | -17
O=C(NCc1n[nH]c(=O)c2ccccc12)c1cncc(Br)c1 | -8
O=C(C(=NO)n1cncn1)c1ccc(Cl)cc1Cl | -17
CC(=NNC(=O)Cc1cccn1C)c1ccc([N+](=O)[O-])cc1 | -3
COc1cc(OC)c(OC)cc1C=NNC(=S)NCCN1CCOCC1 | -8
CN1C(=O)CCc2cc(NC(=O)Cc3cccc4ccccc34)ccc21 | 19
CCOC(=O)c1ccc(NC(=O)[C@H]2CCCN(c3cc(-n4cncn4)ncn3)C2)cc1 | 1
COC(=O)c1ccc(CSc2nnc(Cn3ccc(=O)[nH]c3=O)o2)o1 | -5
COc1ccc(N=Cc2cccc([N+](=O)[O-])c2)cc1 | 10
COc1ccccc1NC(=S)NNc1nc(N2CCOCC2)nc(N2CCOCC2)n1 | 4
CC(=NNC(=O)C(N)=O)c1ccc(O)cc1O | -4
Cc1ccc(/C=C/S(=O)(=O)NCC2(O)CCOCC2)cc1 | -12
COc1cccc(-n2ccn(CC(=O)Nc3ccc(Br)cc3)c(=O)c2=O)c1 | -11
Cc1ccc(S(=O)(=O)N(C)c2ccc(OCC(=O)Nc3ccc([N+](=O)[O-])c(C(F)(F)F)c3)cc2)cc1 | 2
CCc1nnc2c3c(-c4ccc(F)cc4)c(C)sc3ncn12 | -4
Cc1ccccc1-c1noc(CN2N=NC3C(=O)N(c4ccc(F)c(Cl)c4)C(=O)C32)n1 (stereo not drawn) | -5
O=C(CN1C(=O)CC(c2cccs2)CC1=O)NCc1ccccc1 | -7
CC(=O)c1cccc(NC(=O)c2ccno2)c1 | 2
O=C(Cc1ccc(NC(=O)c2ccc(OC(F)(F)F)cc2)cc1)NC1CC1 | 0
O=C(CSc1nnc2scc(-c3ccc(Cl)cc3)n12)Nc1cccc(C(F)(F)F)c1 | -14&-9
O=C(Nc1nnc(Cc2cccs2)o1)c1ccc(Cl)s1 | 35*
CC1CCOC(=O)/C=C/C=C/C(=O)OC2CC3OC4C5OC5(C)C(O)CC4(COC(=O)C1O)C2(C)C31CO1 (stereo not drawn) | -15
COc1ccc2ccccc2c1C=NNC(=S)NCCN1CCOCC1 | 11
COc1ccc(C=NNC(=S)Nc2ccccc2)cc1COc1cccc(C)c1C | 4
COCCN(Cc1ccsc1)C(=O)C1(c2ccc(Cl)cc2)CCCC1 | -11
O=C(O)c1cc(Cl)ccn1 | 68*
O=c1c2ccccc2c(C=Nc2nnc(Cc3ccccc3)s2)c(O)n1-c1ccc(Cl)cn1 | -10
C=CCNC(=S)NN=Cc1ccc(C)c([N+](=O)[O-])c1 | 0
O=C(NCCOc1ccc(F)cc1)c1ccco1 | -2
O=C(Cn1cncn1)N1CCCC(Cc2nc(-c3ccsc3)no2)C1 (stereo not drawn) | -10
COc1ccc2sc(Nc3ccccc3Cl)nc2c1 | 1&6
COc1ccc2o/c(=N\NC(=O)c3ccccc3)c(-c3nc4ccccc4[nH]3)cc2c1 | 11
CCCCCC(=NO)c1c[nH]c2ccccc12 | 0
O=C(O)COc1ccc(C=Nn2c(COc3ccccc3)nc3ccccc3c2=O)cc1 | -16
COC(=O)c1sc2ccccc2c1S(=O)(=O)N(C)CC(=O)Nc1ccc(C)c(C)c1 | 2
O=[N+]([O-])c1ccccc1S(=O)(=O)Oc1c(Br)cc(Br)c2cccnc12 | 19
Cc1cnnn1-c1ccc(C(=O)N2CCCc3ccccc32)cc1 | 3
NC(=O)NC(=O)CC1S/C(=N\N=C/c2ccccc2)NC1=O (stereo not drawn) | 10
CC1=C(C(=O)Nc2ccccc2)[C@H](c2ccc3c(c2)OCO3)NC(=O)N1 | -24
COc1ccc(CC(=O)NCC(c2cccc3ccccc23)N(C)C)cc1 (stereo not drawn) | -12
Cc1ccc(S(=O)(=O)N2CCC(C(=O)N(Cc3cccnc3)c3nc4ccccc4s3)CC2)cc1 | -6&3
O=C(Nc1nc(-c2ccccn2)cs1)C1(c2ccccc2)CCOCC1 | -4
O=C(CSc1nnc(CNC(=O)c2cccc(C(F)(F)F)c2)o1)NCc1ccc2c(c1)OCO2 | -14&-12
O=C(COc1ccccc1F)N1CC(S(=O)(=O)Cc2ccco2)C1 | 0
O=C(Cc1cn(Cc2ccc(F)cc2)c2ccccc12)N1CCCc2ccccc21 | -13&-10
Cc1cc(Nc2ccc(NC(=O)Cc3c[nH]c4ccccc34)cc2)nc(N2CCCC2)n1 | 45*
COc1ccc2ccccc2c1C=C1C(=O)N(C)C(=O)N(C)C1=O | -4
Cc1cc(OC2CN(C(=O)COc3ccc(F)cc3)C2)cc(=O)o1 | 8
CC(=NNC(=O)Cn1nc(C)c([N+](=O)[O-])c1C)c1ccc(Cl)s1 | -14
O=c1[nH]c(SC/C=C/c2ccccc2)nc2c1cnn2-c1ccccc1 | -3

Further entries
SMILES | SSB-PriA inh
Cc1nc2ccc(NC(=O)[C@H](C)Oc3ccc4c(c3)OCO4)cc2c(=O)n1-c1ccccc1 | -13
CCCN1CCCc2cc(CCNS(=O)(=O)c3ccc(Cl)cc3)ccc21 | 62*
COc1ccc(N2CCN(C(=O)c3ccc4nccnc4c3)CC2)cc1 | -16
CCCN(Cc1ccsc1)S(=O)(=O)c1cc(F)ccc1OC | -32
O=C(CSc1nccn1-c1cccc(C(=O)NCc2ccccc2)c1)NCc1ccccc1Cl | -6
CC(=NNC(=O)c1ccncc1)c1cccc(NC(=O)c2ccc(C(C)(C)C)cc2)c1 | -3
O=C(CSc1nnc2n1CCN2c1ccccc1)NCC1CCCO1 (stereo not drawn) | -5
COc1ccccc1OCC(=O)N1CCCSCC1CN(C)C (stereo not drawn) | -24
CNC(=O)CS(=O)(=O)C1CCN(S(=O)(=O)CCc2ccccc2)CC1 | 14
COC(=O)c1ccc2c(=O)n(CCCC(=O)NCc3ccccc3Cl)c(=S)[nH]c2c1 | -18
COc1ccc2sc(N(Cc3ccccn3)C(=O)CS(=O)(=O)c3ccccc3)nc2c1 | -9
COCC(C)(O)CNC(=O)c1ccc(OC)c(F)c1 (stereo not drawn) | 7
O=C(OCc1ccc(F)cc1Cl)c1ccc([C@H]2Nc3ccccc3S(=O)(=O)N2)cc1 | -17
COc1ccc(C(=O)NCCn2ncc3c(=O)n(Cc4cccc(C)c4)cnc32)c(OC)c1 | 1
COc1cccc2sc(Nc3nc(-c4nc5ccccc5s4)cs3)nc12 | -12&-5
COc1ccc(Nc2c(C#N)cnc3ccc(Cl)cc23)c(OC)c1 | -13
COc1cc(C=NNC(=S)Nc2cccc(S(=O)(=O)N(C)C)c2)cc(OC)c1O | 5
CN1CCN(CCC(=O)NN=Cc2cc([N+](=O)[O-])ccc2OC(F)F)CC1 | -14
COC(=O)CCC(C)=NNc1ccc([N+](=O)[O-])cc1[N+](=O)[O-] | -4
COc1ccc2nc(N(CCn3cccn3)C(=O)c3cccc(C)c3)sc2c1 | 2
Cc1ccc(CNC(=O)C(=O)Nc2ccc(Cl)c(N3CCCS3(=O)=O)c2)cc1 | -18
Fc1cc(-c2ncccn2)c2ncccc2c1 | 30
Cc1ccc(N=c2scc(C)n2CCCN2CCOCC2)c(C)c1 | 17
CC(=NNC(=O)C1CC1)c1cccnc1 | -7
Cc1cc(C)n(CCNC(=O)C2CC(=O)N(c3ccc(F)cc3)C2)n1 (stereo not drawn) | -12
O=C(CSC1CCCC1)Nc1nc2c(s1)COCC2 | -3
O=C(NCC1CCN(c2ccncc2)CC1)c1c(F)cccc1F | 5
CC1(C)Cc2cccc(OCC(=O)NCC#CCOc3ccc4c(c3)OCO4)c2O1 | 32
COc1cc(COCC2CCN(S(=O)(=O)Cc3ccc(F)cc3)CC2)cc(OC)c1 | -14
O=C(c1ccc(Cn2ccnc2)cc1)N1CCN(C(=O)[C@H]2C[C@@H]2c2cccs2)CC1 | -10
O=C(c1ccccc1)N1CCc2ccc(NS(=O)(=O)Cc3ccc(F)cc3)cc2C1 | 6
CS(=O)(=O)N1CC(C(=O)Nc2cccc3nsnc23)C1 | -5
COc1ccc(-c2ccc(=O)n(CCCC(=O)NCc3cccs3)n2)cc1 | -3
CC(=O)c1ccc(S(=O)(=O)NC[C@@](O)(c2ccccc2)C2CC2)cc1 | -5
O=C(C1COc2ccccc2O1)N1CCC(n2ccnn2)C1 (stereo not drawn) | -16
S=C1NCNCN1 | 5
O=C(Cc1csc(NC(=O)Nc2ccc(Cl)cc2)n1)NC[C@H]1CCCO1 | -9
COC(=O)c1ccc(C(=O)N(CCc2cccs2)Cc2cccnc2)cc1 | 2
CCC(CC)C(=O)N(C)c1nnc(C23CC4CC(CC(C4)C2)C3)s1 | -4
O=C(O)c1ccc(OC(F)F)cc1 | -5
COc1ccc(NC(=O)N2CCN(c3ccc(-c4ccco4)nn3)CC2)cc1 | -1
COc1ccc(CCNS(=O)(=O)c2ccc(Oc3ccccc3OC)cc2)cc1OC | 0
Cc1cccc(-n2ccnc2SCC(=O)Nc2ccc3c(c2)OCCO3)c1C | 49*
O=C(NCc1c(F)cccc1F)C1(c2cccs2)CCCC1 | -6
CNC(=O)NC(=O)CSc1cccc2cccnc12 | 58
COc1ccc(C(O)=C2C(=O)C(=O)N(c3ccccn3)C2c2ccc(OC)c(OC)c2)cc1 (stereo not drawn) | -11
Cn1ncc2c(ON=C(N)c3ccc(C(C)(C)C)cc3)ncnc21 | -2
COc1ccc2cc(C(=O)N3CCc4nc(NC(=O)C5CC5)sc4C3)[nH]c2c1 | -25
O=C(CCc1ccc(C(F)(F)F)cc1)Nc1ccc2c(c1)N(C(=O)C1CC1)CC2 | -16
O=[N+]([O-])c1ccccc1S(=O)(=O)NCCc1csc(-c2ccc(Cl)cc2)n1 | 18
CCCCS(=O)(=O)NCC1CCN(c2ccccn2)CC1 | -8
CCN1CCOc2ccc(NS(=O)(=O)C3CCCCC3)cc2C1=O | -5
O=S(=O)(NCCN1CCN(c2ccccc2F)CC1)c1ccc(F)cc1 | 0
O=C(Nc1nnc(C2CCCCC2)o1)c1cc2ccccc2o1 | -17
O=C1CN(C(=O)c2ccc(C(=O)c3ccccc3)cc2)C(c2ccccc2)c2cc(Cl)ccc2N1 (stereo not drawn) | -6
Cn1nc(CNC(=O)NCc2cccs2)c2c1CCOC2 | -6
COc1cc2[nH]c(=O)n(Cc3ccc(C(=O)N4CCN(C(=O)c5ccco5)CC4)cc3)c(=O)c2cc1OC | 4
CCOC(=O)C(CCCN(CC)CC)=NO | -11
COC(=O)CSc1cc(C)c(C#N)c2nc3ccccc3n12 | -3
COCCN1COc2ccc3c(=O)c(-c4ccc(F)cc4)c(C)oc3c2C1 | -21

In another format: results already given
| SMILES | SSB-PriA inh |
| --- | --- |
| COC(=O)CSc1cc(C)c(C#N)c2nc3ccccc3n12 | -3 |
| Cn1ncc2c(ON=C(N)c3ccc(C(C)(C)C)cc3)ncnc21 | -2 |

More compounds follow.
SMILES | SSB-PriA inh
Cc1ccc(C)c(S(=O)(=O)NCC(=O)O)c1 | -12
CC(C)CCN1C(=O)C(C)(C)COc2cc(NS(=O)(=O)Cc3ccc(Cl)cc3)ccc21 | -8
COc1ccc(OC)c2sc(NC(=O)COc3ccc(Cl)cc3)nc12 | -71
Fc1ccc(C=NNc2ncnc3nc[nH]c23)cc1F | -3
CCC(=O)Nc1ccc(SCC(=O)Nc2ccc(C)c(F)c2)nn1 | -16&6
COc1ccc(-c2nc(SC(CC(=O)NCCN3CCOCC3)c3ccc(OC)cc3)n[nH]2)cc1 (stereo not drawn) | 4
Cc1ccc(S(=O)(=O)NC(=O)c2c(O)c3ccccc3oc2=O)cc1 | -1

An excerpt; rates above refer to the full screens.
